# Tb PYK inh: T. brucei pyruvate kinase inhibition; TbPYK enzyme, Kinase-Glo Plus ATP luminescence, 45 min; Potency, µM (doses to about 76.8 µM), inactives show top-dose activity, negative = inhibition, most hits filed as inhibitors; 410,000 tested, 0.12% active; AID 624173; note: potency is the fitted concentration of half-maximal effect; nearly all actives have a fitted effect of over 50% in size
#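 ADP (130 uM final) triggers the TbPYK reaction after compound addition; incubation is 45 min at room temperature. Kinase-Glo Plus is then added and luminescence imaged. Normalized data are fitted to concentration-effect curves.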
# HCV inhibitor: HCV inhibition. Huh7.5.1 HCVcc-Cre infection, luciferase reporter, 44 h. AID 651820. 340,000 tested, 3.4% active. Potency, µM (top dose mostly 41.8 µM), for inactives: at the highest dose activity change, negative = inhibition, usual class: inhibitors; note: potency is the fitted concentration of half-maximal effect
#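 Infectious HCVcc-Cre (~0.5 moi) was added to cells just after compound, with cells seeded 4 h earlier at 1,000 per well. Luciferase activity after 44 h culture reported infection; substrate was incubated 15 min at room temperature before reading.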
# AmpC detergent: AmpC beta-lactamase inhibition with detergent present | AmpC hydrolysis of nitrocefin, absorbance 480 nm, 0.01% Triton | 370,000 tested, 0.041% active | Potency, µM (highest dose often 114 µM), for the others: at the highest dose activity change, negative = inhibition, hits mostly inhibitors | P00811 | AID 485294;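 note: potency is the fitted concentration of half-maximal effect; 0% = no-compound wells and -100% = no-enzyme wells; nearly all actives have a fitted effect of over 25% in size; some results filed as inactive show a strong effect at the top dose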
# Target sequence (P00811 whole entry, looked up): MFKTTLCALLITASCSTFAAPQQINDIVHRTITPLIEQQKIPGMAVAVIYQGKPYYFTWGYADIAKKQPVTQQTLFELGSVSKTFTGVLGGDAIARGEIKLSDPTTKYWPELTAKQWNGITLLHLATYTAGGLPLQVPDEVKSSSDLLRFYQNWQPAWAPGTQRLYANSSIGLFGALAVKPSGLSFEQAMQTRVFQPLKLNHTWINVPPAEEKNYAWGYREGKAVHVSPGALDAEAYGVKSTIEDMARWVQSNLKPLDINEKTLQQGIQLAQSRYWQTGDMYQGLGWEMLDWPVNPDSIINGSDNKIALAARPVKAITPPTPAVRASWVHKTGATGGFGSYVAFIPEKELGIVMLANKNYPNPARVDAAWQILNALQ
#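 20 mM phosphate pH 7.0 + 0.01% (detergent screen) or 0.0001% Triton X-100; 5.3 nM AmpC reagent; cpd preinc 15 min RT; nitrocefin (800 uM stock) to start; A480 q20 s × 4 min; Activity was normalised to no-enzyme and no-compound control wells.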
# AMA1-RON2 inh: disrupts binding of P. falciparum AMA1 to RON2; AlphaScreen AMA1-biotinylated RON2 peptide binding; Potency, µM (series often up to 58.2 µM), for the others: top-dose activity change, negative = inhibition, usual class: inhibitors; 360,000 tested, 0.2% active; AID 720542;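 note: potency is the fitted concentration of half-maximal effect; 0% = vehicle wells and -100% = peptide control; nearly all actives have a fitted effect of over 45% in size; some results filed as inactive show a strong effect at the top dose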
#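 AMA1 (3D7) with his tag at 25 nM final met compounds first, then biotinylated RON2 peptide at 25 nM; detection used donor plus acceptor beads, 10 µg/mL apiece, read by AlphaScreen after 30 min at room temperature.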
# LmPK inhibitor: blocks Leishmania mexicana pyruvate kinase activity; Q27686; purified LmPK, Kinase-Glo ATP luminescence, 1 h; Potency, µM (highest dose often 57.5 µM), for the others: at the highest dose activity change, negative = inhibition, actives largely listed as inhibitors; 290,000 tested, 0.37% active; note: potency is the fitted concentration of half-maximal effect
# Target sequence (Q27686 whole entry, looked up): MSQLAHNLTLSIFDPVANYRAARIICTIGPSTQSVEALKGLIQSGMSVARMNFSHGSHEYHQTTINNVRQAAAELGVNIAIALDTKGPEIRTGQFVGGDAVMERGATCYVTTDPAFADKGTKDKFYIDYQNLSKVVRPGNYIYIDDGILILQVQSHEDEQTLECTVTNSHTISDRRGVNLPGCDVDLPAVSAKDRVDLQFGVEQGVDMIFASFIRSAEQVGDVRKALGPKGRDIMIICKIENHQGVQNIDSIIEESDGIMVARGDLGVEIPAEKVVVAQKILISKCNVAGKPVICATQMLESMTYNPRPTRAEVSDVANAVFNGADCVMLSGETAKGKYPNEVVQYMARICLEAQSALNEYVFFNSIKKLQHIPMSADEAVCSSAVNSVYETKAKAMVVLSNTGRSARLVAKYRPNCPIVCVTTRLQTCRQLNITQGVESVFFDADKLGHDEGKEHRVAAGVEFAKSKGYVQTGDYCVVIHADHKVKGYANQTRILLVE
#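 0.1 nM LmPK, 0.5 mM PEP, 0.1 mM ADP; 50 mM imidazole pH 7.2, 7 mM MgCl2, 50 mM KCl; 1 h RT. Kinase-Glo luminescence readout, normalized to no-enzyme (full inhibition) and uninhibited wells.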
# AmpC no deterg: AmpC beta-lactamase inhibition without detergent; Potency, µM (titrated, usually from 57.1 µM), inactives show at the top dose activity change, negative = inhibition, usual class: inhibitors; AmpC nitrocefin hydrolysis, absorbance 480 nm, 0.0001% Triton; 330,000 tested, 0.52% active; AID 485341; P00811;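 note: potency is the fitted concentration of half-maximal effect; plate controls were no compound for no effect and no enzyme for full effect; nearly all actives have a fitted effect of over 20% in size; some results filed as inactive show a strong effect at the top dose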
#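 AmpC (5.3 nM in the dispensed reagent) in 20 mM phosphate pH 7.0 with 0.01% (detergent screen) or 0.0001% Triton X-100 was preincubated with compounds for 15 min at room temperature. Nitrocefin was then added from an 800 uM solution, and hydrolysis was followed at 480 nm.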
# HCMV antiviral: inhibitors of human cytomegalovirus; HFF cells, HCMV-luciferase reporter, 72 h; active compounds read low; activity change, negative = inhibition, % at 57.5 µM; AID 1259415; 410,000 tested, 4.5% active; in the data active = activity change below about -60%; inconclusive = no clear call, values can overlap the other calls; inactive = above about -39%
#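 Screen run at 2 compound doses on HFFs infected with reporter HCMV, MOI 1 PFU/cell. Luciferase activity from cell lysates at 72 h post infection gave inhibition relative to buffer-only and Salinomycin wells.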
# Numbers without * were called inactive; ? = inconclusive; / = not tested or not shown; & = joins results of further samples; [ ] = dose if it differs, or a comment. Unless noted, calls come from the whole dose curve; as a rule, active = well fitted curve in the direction sought with a large enough effect; inconclusive = small, poorly fitted or top-dose-only effect, or another doubt; inactive = no such curve, though single readings can be large; an effect the other way counts as inactive or inconclusive. Unless noted, % is set by controls: 0 for no effect and ±100 for the full control effect.
SMILES,Tb PYK inh,HCV inhibitor,AmpC detergent,AMA1-RON2 inh,LmPK inhibitor,AmpC no deterg,HCMV antiviral
CN(CC(=O)Nc1ccccc1Cl)C(=O)CSc1ncc(C(F)(F)F)cc1Cl,-4%,3%,-1%,1%,3%,31%,-26
CC1CCCN(c2nc3c(c(=O)n(C)c(=O)n3C)n2Cc2ccccc2)C1 (stereo not drawn),-4%,-5%,?,2%,3%,-19%,-19
C=CC(=O)NC(C)(C)Cc1ccccc1,-4%,-9%,-1%,0%,-4%,-9%,12
Cc1ccccc1-c1cc2nc(OCC3CCCO3)n(C)c(=O)c2s1 (stereo not drawn),5%,/,/,4%,/,/,43
CCCn1c(C(C)NC(=O)c2ccccc2)n[nH]c1=S (stereo not drawn),?,22%,-3%,28%,-2%,2%,-11
CCCCn1c(NC(=O)c2ccco2)c(S(=O)(=O)c2ccc(C)cc2)c2nc3ccccc3nc21,-4%,-4%,-13%,-9%,-4%,-36%,1
O=C1NN=C(c2ccc(Cl)cc2)CC1c1c[nH]c2ccccc12 (stereo not drawn),-22%,-19%,-4%,-4%,2%,-2%[2.29 µM],-26
O=C(CCN1C(=O)/C(=C/c2ccc3c(c2)OCO3)SC1=S)Nc1ccc(C(=O)O)cc1,0%,-3%,?,-11%,1%,-28%,?
COc1cccc(C(=O)NCC(c2ccc(N(C)C)cc2)N2CCc3ccccc32)c1 (stereo not drawn),4%,/,25%,/,/,/,-68*
COc1ccc(NC(=O)CCC(=O)N(Cc2ccc(OC)c(OC)c2)c2nccs2)cc1,-11%,5%,-11%,-26%,-3%,-5%,6
Cc1ccc(CNS(=O)(=O)c2c(C(=O)N3CCCCCC3)c(C)n(C)c2C)cc1,0%,21%,-8%,-2%,13%,34%,18
COc1ccc(N(Cc2nnc3n2CCCCC3)C(=O)Nc2ccccc2)cc1,1%,1%,-5%,27%,-2%,10%,5
Cn1c(=O)[nH]c(=O)c2c1nc(N1CCCCC1)n2CC(O)COc1ccccc1 (stereo not drawn),0%,17%,-15%,-14%,-2%,39%,1
Cc1coc2cc3oc(=O)c(CCC(=O)NCCN4CCOCC4)c(C)c3cc12,-2%,?,-13%,-1%,-13%,25%,1
O=C(COc1ccc(Cl)cc1)N1CCN(Cc2ccc3c(c2)OCO3)CC1,18%&-4%&2%,?,?,?,-3%,84%&115%[activator],-37&-8

# Given bar-delimited: part of the list above.
structure | Tb PYK inh | HCV inhibitor | AmpC detergent | AMA1-RON2 inh | LmPK inhibitor | AmpC no deterg | HCMV antiviral
CC1CCCN(c2nc3c(c(=O)n(C)c(=O)n3C)n2Cc2ccccc2)C1 (stereo not drawn) | -4% | -5% | ? | 2% | 3% | -19% | -19
C=CC(=O)NC(C)(C)Cc1ccccc1 | -4% | -9% | -1% | 0% | -4% | -9% | 12
Cc1ccccc1-c1cc2nc(OCC3CCCO3)n(C)c(=O)c2s1 (stereo not drawn) | 5% | / | / | 4% | / | / | 43
CCCn1c(C(C)NC(=O)c2ccccc2)n[nH]c1=S (stereo not drawn) | ? | 22% | -3% | 28% | -2% | 2% | -11
CCCCn1c(NC(=O)c2ccco2)c(S(=O)(=O)c2ccc(C)cc2)c2nc3ccccc3nc21 | -4% | -4% | -13% | -9% | -4% | -36% | 1
O=C1NN=C(c2ccc(Cl)cc2)CC1c1c[nH]c2ccccc12 (stereo not drawn) | -22% | -19% | -4% | -4% | 2% | -2%[2.29 µM] | -26
O=C(CCN1C(=O)/C(=C/c2ccc3c(c2)OCO3)SC1=S)Nc1ccc(C(=O)O)cc1 | 0% | -3% | ? | -11% | 1% | -28% | ?
COc1cccc(C(=O)NCC(c2ccc(N(C)C)cc2)N2CCc3ccccc32)c1 (stereo not drawn) | 4% | / | 25% | / | / | / | -68*
COc1ccc(NC(=O)CCC(=O)N(Cc2ccc(OC)c(OC)c2)c2nccs2)cc1 | -11% | 5% | -11% | -26% | -3% | -5% | 6
Cc1ccc(CNS(=O)(=O)c2c(C(=O)N3CCCCCC3)c(C)n(C)c2C)cc1 | 0% | 21% | -8% | -2% | 13% | 34% | 18
COc1ccc(N(Cc2nnc3n2CCCCC3)C(=O)Nc2ccccc2)cc1 | 1% | 1% | -5% | 27% | -2% | 10% | 5

# New compounds follow
SMILES,Tb PYK inh,HCV inhibitor,AmpC detergent,AMA1-RON2 inh,LmPK inhibitor,AmpC no deterg,HCMV antiviral
C/C(=N/NC(=O)c1ccc(Cl)s1)c1cccnc1,3%,7%,2%,48%[activator],-8%,1%,-5
CCCC(C)(C)C(=O)N1CCC1(C)C(=O)NS(=O)(=O)c1ccc(Cl)cc1 (stereo not drawn),3%,/,/,-7%,/,/,-14
CCOc1ncccc1C(=O)NCc1ccccc1F,4%,7%,5%,6%,0%,-10%,-10
CCc1ccc(OCC(=O)N/N=C(\C)c2ccc(-n3ccnc3)cc2)cc1,-3%,-12%,-10%,19%,1%,7%,33
Cc1ccc(NC(=O)COC(=O)CCc2c[nH]c3ccccc23)cc1[N+](=O)[O-],-9%,13%,-8%,?,3%,-8%,-24
O=C(NCCCN1CCOCC1)c1ccc(S(=O)(=O)N2CCOCC2)cc1,0%,9%,5%,13%,3%,-13%,-16
CCC(=O)Nc1ccc(C(=O)CSc2nnc(CNc3ccc(Cl)cc3)o2)cc1OC,6%,5µM*,-14%,?,16%,-10%,-88*
NCC1(c2ccc3c(c2)OCCO3)CCCC1,-3%,7%,-10%,7%,-10%,-24%,29
COc1ccc(CNC(=O)c2ccc(Cn3cc(Cl)cn3)o2)cc1,3%,-3%,-9%,-7%,-1%,-14%,5
CCN1CCN(c2ccc(S(=O)(=O)N3CCCCC3)cc2NC(=O)CC(NC(C)=O)c2ccccc2)CC1 (stereo not drawn),2%,22%,?,-16%,/,45%,1
Cc1ccc(Cl)cc1-c1cc(C(=O)N2CCN(c3ccncc3)CC2)[nH]n1,-2%,/,/,0%,/,/,-23
C#CCOc1ccc(C2C3=C(CC(C)(C)CC3=O)N(CC(=O)O)C3=C2C(=O)CC(C)(C)C3)cc1,-2%,18%,1%,-8%,-1%,-7%,1
C=CCNc1nc(Cl)nc(Nc2ccc(OCC)cc2)n1,-5%,0%,?,-3%,1%,-36%,-24
Cc1nn(Cc2ccccc2)c(C)c1NC(=O)CSc1nc2c(c(C(F)(F)F)n1)CCc1ccccc1-2,-1%,?,-16%,0%,3%,20%,0
CSCc1c(C(=O)Nc2ccc(N3CCOCC3)cc2)oc2ccccc12,-3%,1%,3%,-21%,6%,-6%,2
CCOC(=O)CSc1nc(-c2ccccc2)nc2ccc(C)cc12,4%,-23%,-3%,7%,2%,-9%,26
COc1ccc(CCNC(=O)c2ccc(Cn3c(=O)c4ccccc4n(CC(=O)C(C)(C)C)c3=O)cc2)cc1OC,-2%,/,22%,/,/,/,-35
CCOc1ccc(OCCC(=O)OCC(=O)c2c(N)n(CC(C)C)c(=O)n(C)c2=O)cc1,0%,/,/,-12%,/,/,-18
Cc1cccn2c(=O)c3cc(C#N)c(=O)n(CC4CCCO4)c3nc12 (stereo not drawn),/,/,3%,/,-2%,-3%,/
COC(=O)N1CCN(CCc2ccccc2)CC1,0%,1%,-15%,-2%,1%,-5%,19
Cc1cccc(C(=O)Nc2ccnc(-c3ccncc3)n2)c1,1%,?,-2%,111%[activator],-5%,-18%,?
Cc1ccc(CCNC(=O)C2CCN(S(=O)(=O)N3CCCCC3)CC2)cc1,5%,-10%,2%,8%,0%,16%,-30
COc1ccc([C@@H]2[C@@H]3C(=O)N(C(C)(C)C)C(=O)[C@@H]3[C@]3(Cc4ccccc4)C(=O)N(c4cccc(F)c4)C(=O)N23)cc1,-6%,1%,-12%,1%,/,96%[activator],-22
COc1ccc(NC(=O)Nc2ccc3c(c2)CC(=O)N([C@H](C)CO)C[C@@H](C)[C@H](CN(C)C(=O)Nc2ccccc2)O3)cc1,0%,?,/,8%,/,165%[activator],?
COc1ccc(NC(=S)NCCc2ccc(Cl)cc2)c(OC)c1,8%,?,-12%,?,4%,-23%,-27
CCNC(=S)NS(=O)(=O)c1ccc(Cl)cc1,1%,-7%,3%,4%,1%,-2%,-8
CC(=O)N1CCc2c(sc3c2c(=O)n(-c2ccccc2)c(=O)n3CC(=O)Nc2cccc(C)c2)C1,-1%,/,1%,/,/,/,16
COC(=O)c1ccc2nc(-c3ccccc3)c(Cc3ccc(OC)cc3C)n2c1,0%,/,/,7%,/,/,31
COCCCNC(=O)c1ccc(Cn2c(=O)c3ccccc3n(Cc3cc(C)ccc3C)c2=O)cc1,0%,?,-6%,?,4%,-9%,19
O=C(COC(=O)c1ccco1)c1ccc(S(=O)(=O)N2CCCCC2)cc1,3%,11%,1%,-8%,4%,-38%,33
O=C1NC2(CCCCCC2)Oc2ccccc21,0%,-4%,-6%,1%,2%,-9%,-15
CCOC(=O)c1c(N)n(Cc2ccccc2)c2nc3ccccc3nc12,3%,-2%,-4%,1%,0%,0%,16
CCN(CC)C(=O)CSc1nnc(-c2ccccn2)n1-c1ccccc1OC,2%,12%,-8%,-6%,-13%,-1%,-17
COC(=O)CCC(=O)N1CCCC(N2CCN(c3cccc(C(F)(F)F)c3)CC2)C1 (stereo not drawn),-5%,-8%,?,-11%,0%,116%[activator],-5
O=C(Nc1ccnn1C1CCN(C2CCC2)CC1)c1ccccc1,-11%,/,?,-2%,7%,-10%,12
COc1ccc(CCN(Cc2ccccn2)C(=S)Nc2ccccc2Cl)cc1OC,-1%,-28%,-12%,-20%,1%,66%[activator],30
CCCc1c(C)[nH]c2ccc(NC(C)=O)cc2c1=O,-1%,17%,?,9%,-3%,25%,-24
Cc1ccc2[nH]c(=O)cc(C(=O)OCC(=O)c3ccccc3)c2c1,-6%,3%,?,-1%,-1%,-35%,2
O=C(CN(C(=O)CSc1nc2ccccc2o1)c1ccccc1F)NC1CCCCC1,4%,?,?,0%,7%,-32%,-5
O=C(NCc1ccccc1Cl)C1CCN(S(=O)(=O)c2cccs2)CC1,-2%,?,2%,-18%,-1%,-26%,?

# From PubChem
